# Screening data deposited in PubChem by several laboratories.
# PTK2B oligo ant: antagonists of Pyk2 self-association, primary screen, Q293 cells, FERM NanoBiT luminescence, HTS; z-score (the deposit names both 25 µM and 10 µM); stronger effect = lower value; Protein-tyrosine kinase 2-beta (Homo sapiens), Q14289; hit rate 0.83% among 99,000;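 active = Z-score of -3 or lower, scaled per plate to the spread of control and sample wells; inactive = z-score above -3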;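 note: negative z-score means lost luminescence so less FERM oligomerization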
# EphB4 antag: EphB4-ephrin-B2 interaction antagonists, primary screen, biochemical, TNYL-RAW peptide probe, fluorescence polarization. EphB4 LBD / TNYL-RAW-Alexa532 peptide. AID 720, 2007. hit rate 0.15% among 97,000. Ephrin type-B receptor 4 (Homo sapiens), P54760. inhibition, % at 7 µM;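 active = inhibition above the screen-wide mean inhibition plus 3 SD, cut at about 15% in these data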;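 note: 0% = DMSO wells and 100% = excess unlabeled TNYL-RAW peptide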
# PLAP act: PLAP enzyme activators, biochemical, luminescence, HTS; AID 696, 2007; purified PLAP enzyme, luminescent substrate read-out; stronger effect = higher value; hit rate 1.2% among 96,000; activation fold at 20 µM; in the data active = activation fold above about 2
# Target sequence (P05187 whole entry, looked up): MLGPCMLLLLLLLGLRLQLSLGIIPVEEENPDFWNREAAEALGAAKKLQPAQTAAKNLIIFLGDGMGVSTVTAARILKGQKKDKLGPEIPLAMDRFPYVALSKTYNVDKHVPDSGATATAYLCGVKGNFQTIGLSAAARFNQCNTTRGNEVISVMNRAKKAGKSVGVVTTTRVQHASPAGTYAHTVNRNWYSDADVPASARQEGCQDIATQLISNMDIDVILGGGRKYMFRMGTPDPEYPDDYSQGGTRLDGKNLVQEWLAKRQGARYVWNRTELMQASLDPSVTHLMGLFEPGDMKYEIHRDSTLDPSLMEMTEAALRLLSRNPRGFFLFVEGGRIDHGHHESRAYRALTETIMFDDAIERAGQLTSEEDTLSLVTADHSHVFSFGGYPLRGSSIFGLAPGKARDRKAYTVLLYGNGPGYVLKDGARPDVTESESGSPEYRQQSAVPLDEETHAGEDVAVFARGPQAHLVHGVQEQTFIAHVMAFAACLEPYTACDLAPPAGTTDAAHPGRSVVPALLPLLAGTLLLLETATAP
# CYP2C9 activ: human CYP2C9 activators, primary screen, biochemical, luminescence; hit rate 1.4% among 96,000; activation factor at 5 µM; recombinant CYP2C9, luciferin-H conversion; stronger effect = higher value; factor 1 = untreated enzyme, 0 = blocked;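 active = activation factor of 2 or more for CYP2C9 at a 5 µM dose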;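 note: 0 = sulfaphenazole-blocked wells and 1 = vehicle-only wells; values of inactives mirror those of a sister screen read the other way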
# PostGolgi yeast: phenotypic screen on post-Golgi transport, primary screen | post-Golgi transport phenotypic cell assay | hit rate 0.9% among 98,000 | inhibition, % at 10 µM; in the data active = inhibition above about 30%;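 note: yeast cells grown in 1536-well plates; yeast grown about 18 h at 30C before absorbance read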
# CYP2C19 inhib: blockers of cytochrome P450 2C19 activity – biochemical, luminescence, ADME assay, primary screen; hit rate 21% among 96,000; P33261; inhibition, % at 5 µM; CYP2C19 Supersomes, luciferin-H EGE luminescence, 30 min;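 active = CYP2C19 inhibition above a set limit at 5 µM in the primary screen, cut at about 50% in these data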;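 note: plate controls were negative control wells for no effect and 2.5 mM tranylcypromine positive control for full effect; values of inactives mirror those of a sister screen read the other way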
# Target sequence (P33261 whole entry, looked up): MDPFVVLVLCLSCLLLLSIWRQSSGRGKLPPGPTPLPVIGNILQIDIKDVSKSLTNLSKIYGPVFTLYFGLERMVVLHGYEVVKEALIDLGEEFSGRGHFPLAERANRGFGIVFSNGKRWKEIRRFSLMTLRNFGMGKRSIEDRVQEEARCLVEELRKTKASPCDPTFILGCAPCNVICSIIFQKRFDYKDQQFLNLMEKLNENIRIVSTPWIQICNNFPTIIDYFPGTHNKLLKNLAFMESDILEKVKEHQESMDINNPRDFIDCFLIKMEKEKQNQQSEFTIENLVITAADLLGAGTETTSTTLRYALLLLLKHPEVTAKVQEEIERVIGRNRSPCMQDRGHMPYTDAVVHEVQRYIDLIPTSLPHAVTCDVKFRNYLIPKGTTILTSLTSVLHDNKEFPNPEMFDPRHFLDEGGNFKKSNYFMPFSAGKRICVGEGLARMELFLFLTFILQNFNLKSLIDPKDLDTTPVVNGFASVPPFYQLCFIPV
# CYP2C9 inh: blockers of cytochrome P450 2C9 activity – biochemical, luminescence, ADME assay, primary screen | P11712 | CYP2C9 Supersomes, luciferin-H conversion | inhibition, % at 5 µM | hit rate 20% among 96,000 | AID 777, 2007;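 active = blocking of liver enzyme CYP2C9 beyond about 50% at 5 µM, limit read from the data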; note: values of inactives mirror those of a sister screen read the other way
# Ecoli WT expand: growth inhibitors of wild-type E. coli, primary screen, strain BW25113, expanded library, OD600. OD600 absorbance. growth inhibition, % at 100 µM. hit rate 0.15% among 98,000. AID 710, 2007;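 active = growth inhibition above about 50% at one test dose, limit read from the data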;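 note: growth measured after 20 h incubation at 37 °C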
# CYP2C19 activ: human CYP2C19 activators, primary screen, biochemical, luminescence. Cytochrome P450 2C19 (Homo sapiens), P33261. recombinant CYP2C19, luciferin-H EGE luminescence; stronger effect = higher value; 0 = fully inhibited enzyme, 1 = untreated enzyme. activation factor at 5 µM. 96,000 tested, under 10 active;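 active = activation factor of at least 2 at 5 µM in the primary screen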;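 note: 0 = wells with 2.5 mM tranylcypromine and 1 = vehicle-only wells; values of inactives mirror those of a sister screen read the other way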
# The depositor's hits bear a star; . = no result given. The order is random, and some 31% of all compounds hit somewhere here.
# Key to letters: A = PTK2B oligo ant; B = EphB4 antag; C = PLAP act; D = CYP2C9 activ; E = PostGolgi yeast; F = CYP2C19 inhib; G = CYP2C9 inh; H = Ecoli WT expand; I = CYP2C19 activ
O=C1c2ccccc2C(Nc2ccc(-c3nc4ccccc4[nH]3)cc2)N1Cc1ccco1 (stereo not drawn)
  A = .; B = 1; C = 1.7; D = 0.1; E = 1; F = 73*; G = 87*; H = -3; I = 0.3
Cc1c(NS(=O)(=O)c2ccc3c(c2)c(=O)n(C)c(=O)n3C)c(=O)n(-c2ccccc2)n1C
  A = 0.76; B = 9; C = 1.3; D = 0.9; E = 16; F = 1; G = 6; H = -2; I = 1
CCCn1c(=O)c2ccccc2n2c(SCCOc3ccc(OC)cc3)nnc12
  A = 0.84; B = .; C = 0.9; D = 0.6; E = 2; F = 39; G = 43; H = 7; I = 0.6
COc1cc(-c2noc(CCC(N)=O)n2)cc(OC)c1OC
  A = .; B = -10; C = 0.8; D = 0.9; E = -5; F = 3; G = 12; H = 2; I = 1
Cc1ccc(CNC(=O)C2CC(c3ccccc3[N+](=O)[O-])=NO2)cc1 (stereo not drawn)
  A = .; B = -1; C = 1.1; D = 1.3; E = 5; F = 23; G = -31; H = 5; I = 0.8
O=C(CSc1nc2c(c(=O)n1-c1ccccc1)SCC2)N1CCOCC1
  A = .; B = .; C = 0.9; D = 1; E = -1; F = -2; G = 3; H = 7; I = 1
CCOc1ccc(C(=O)NC2CCN(S(=O)(=O)CC)CC2)cc1
  A = -0.51; B = 2; C = 1; D = 1; E = 10; F = 9; G = 2; H = -1; I = 0.9
C/C(=N\c1nc2ccccc2n1C)c1cc(Cl)ccc1O
  A = -1.1; B = 0; C = 0.9; D = 1.1; E = 2; F = -6; G = -8; H = 5; I = 1.1
O=C1CS/C(=C\[N+](=O)[O-])N1c1ccc(OC(F)(F)F)cc1
  A = -1.4; B = 2; C = 0.9; D = 1; E = -3; F = 38; G = -3; H = 4; I = 0.6
C=CCSc1nnc2c(n1)OC(c1c(C)[nH]n(-c3ccccc3)c1=O)Nc1ccccc1-2 (stereo not drawn)
  A = -1.8; B = -6; C = 1.4; D = 0.3; E = 3; F = 8; G = 72*; H = -7; I = 0.9
CCC(NC(=O)Nc1nnc(C(F)(F)F)s1)(C(F)(F)F)C(F)(F)F
  A = -2.2; B = -8; C = 1; D = 0.3; E = -4; F = 15; G = 71*; H = 58*; I = 0.8
O=C(CSc1cn(CCNC(=O)c2cccs2)c2ccccc12)NCc1ccccc1
  A = .; B = 0; C = 1.1; D = 0; E = -1; F = 86*; G = 98*; H = -2; I = 0.1
Cc1ccc(C(=O)CC(=O)c2cccc(F)c2)c(O)c1
  A = -1.2; B = -3; C = 1; D = 0.3; E = 4; F = 95*; G = 72*; H = -8; I = 0
Cc1ccc(-c2cc3nc(C)cc(NCc4ccco4)n3n2)cc1
  A = 0.11; B = 5; C = 1.4; D = 0.6; E = 8; F = 27; G = 36; H = -5; I = 0.7
COc1ccc(CCN2CC3=C(C2=O)C(c2ccccc2)NC(=O)N3C)cc1OC (stereo not drawn)
  A = 1.1; B = .; C = 1.5; D = 0.8; E = 0; F = 9; G = 20; H = -1; I = 0.9
Cc1cc(C(N)=O)c2ccccc2n1
  A = 1.3; B = 0; C = 0.9; D = 1; E = -3; F = -2; G = -3; H = 4; I = 1
COc1ccc(NC(=O)c2cccc(F)c2)cc1Cl
  A = -0.35; B = 3; C = 0.8; D = 1; E = -11; F = 49; G = 2; H = -6; I = 0.5
O=C1c2ccccc2C(=O)N1Cc1ccco1
  A = 0.27; B = -6; C = 0.9; D = 1; E = 13; F = 34; G = -4; H = 3; I = 0.7
Cc1ccc(N2CC(C(=O)N3CCc4ccccc4C3)CC2=O)cc1 (stereo not drawn)
  A = 0.88; B = 1; C = 1; D = 0.3; E = 5; F = 37; G = 67*; H = -3; I = 0.6
O=C(O)c1cccc(NS(=O)(=O)/C=C/c2ccccc2)c1
  A = -0.42; B = -2; C = 0.9; D = 1; E = 15; F = 1; G = -2; H = -4; I = 1

# Complete entries, quoted from the list:
# Record of CCC(NC(=O)Nc1nnc(C(F)(F)F)s1)(C(F)(F)F)C(F)(F)F = PTK2B oligo ant: -2.2; EphB4 antag: -8; PLAP act: 1; CYP2C9 activ: 0.3; PostGolgi yeast: -4; CYP2C19 inhib: 15; CYP2C9 inh: 71*; Ecoli WT expand: 58*; CYP2C19 activ: 0.8
# Record of Cc1ccc(C(=O)CC(=O)c2cccc(F)c2)c(O)c1 = PTK2B oligo ant: -1.2; EphB4 antag: -3; PLAP act: 1; CYP2C9 activ: 0.3; PostGolgi yeast: 4; CYP2C19 inhib: 95*; CYP2C9 inh: 72*; Ecoli WT expand: -8; CYP2C19 activ: 0

# The list goes on:
# Results follow in this order: PTK2B oligo ant	EphB4 antag	PLAP act	CYP2C9 activ	PostGolgi yeast	CYP2C19 inhib	CYP2C9 inh	Ecoli WT expand	CYP2C19 activ
> CCOC(=O)N1CCC(N2CCN(S(=O)(=O)c3ccc(Cl)cc3)CC2)CC1
→ -0.4	1	2*	0.9	-1	15	13	6	0.8
> Cc1ccc(CS(=O)(=O)CCC(=O)NCCN2CCCCC2C)cc1 (stereo not drawn)
→ 1.5	0	1.3	1	-5	31	1	0	0.7
> O=C(c1c(Cl)nc2sccn12)N(C(=O)c1c(Cl)nc2sccn12)c1ccc(Cl)cn1
→ -1.2	1	1.7	0	-11	100*	100*	-9	0
> O=C(CNC(=O)c1ccco1)OCc1cccc(Cl)c1
→ 0.19	-7	0.9	0.9	14	43	7	-1	0.6
> Cc1ccc2c(C(=O)CN3CCN(c4ccccc4)CC3)c(C)[nH]c2c1
→ -1.1	-6	1.1	1.3	-5	13	-30	-1	0.9
> C=C(C)Cn1c(N(CCO)Cc2ccccc2)nc2c1c(=O)[nH]c(=O)n2C
→ .	-10	1.1	1.7	-3	-22	-67	6	1.2
> CC1CCc2c(c3ccccc3[nH]c2=O)O1 (stereo not drawn)
→ 1.5	3	0.9	0.7	9	26	35	4	0.7
> Cc1cc(=O)n2nc(N3CCCC(C(=O)N4CCN(c5ccccc5)CC4)C3)sc2n1 (stereo not drawn)
→ -0.48	.	1.6	0.9	0	28	14	-5	0.7
> Cc1ccc(N(C(C)C(=O)Nc2ccc(S(=O)(=O)N3CCOCC3)cc2)S(C)(=O)=O)cc1 (stereo not drawn)
→ -0.23	-1	1.5	0.7	4	8	27	4	0.9
> Cc1cc(C(C)(C)C)cc(S(=O)(=O)Nc2ccc(O)c(C(=O)O)c2)c1C
→ -1.9	4	1.7	0.6	4	-5	45	5	1.1
> CCC(C)N(C(=O)COC(=O)CCc1c[nH]c2ccccc12)C1CCS(=O)(=O)C1 (stereo not drawn)
→ 0.44	0	1.3	1.7	-3	7	-66	-13	0.9
> Cc1c(C(=O)O)oc2ccc(S(=O)(=O)N3CC(C)CC(C)C3)cc12 (stereo not drawn)
→ -0.52	.	1	0.7	1	-1	30	0	1
> O=C(CSc1nnc(CNC(=O)c2cccs2)o1)c1ccc(Cl)cc1
→ 0.89	-7	0.7	0.7	11	14	34	8	0.9
> Cc1cnc(-c2nnc(N(C)C(=O)C3CCCO3)s2)cn1 (stereo not drawn)
→ -0.62	0	1.2	1	2	-12	-2	3	1.1
> O=c1c(C(c2ccc(O)cc2)c2c(O)nc3n(c2=O)CCS3)c(O)nc2n1CCS2
→ 1.4	0	0.9	1	0	-3	-1	3	1
> N#CC1=C(SCC(N)=O)NC(=O)CC1c1ccccc1Cl (stereo not drawn)
→ .	0	1	0.7	-10	29	27	5	0.7
> CCC(=O)Nc1ccccc1C(=O)N1CCN(Cc2ccccc2)CC1
→ -0.23	2	1.2	0.8	-1	65*	15	1	0.3
> O=C(CCCN1C(=O)CSc2ncccc21)N1CCN(Cc2ccccc2)CC1
→ .	.	1.1	0.8	0	18	19	5	0.8
> CCc1nnc(SCC(=O)NC2CCCC2)nc1CC
→ 0.92	-9	0.8	0.7	2	13	26	1	0.9
> CC(C)CC(=O)NCc1ccc(F)cc1
→ 0.96	2	1.1	0.9	0	22	13	4	0.8

# 3 entries from above in another layout.
> N#CC1=C(SCC(N)=O)NC(=O)CC1c1ccccc1Cl (stereo not drawn)
  PTK2B oligo ant: .	EphB4 antag: 0	PLAP act: 1	CYP2C9 activ: 0.7	PostGolgi yeast: -10	CYP2C19 inhib: 29	CYP2C9 inh: 27	Ecoli WT expand: 5	CYP2C19 activ: 0.7
> O=C(c1c(Cl)nc2sccn12)N(C(=O)c1c(Cl)nc2sccn12)c1ccc(Cl)cn1
  PTK2B oligo ant: -1.2	EphB4 antag: 1	PLAP act: 1.7	CYP2C9 activ: 0	PostGolgi yeast: -11	CYP2C19 inhib: 100*	CYP2C9 inh: 100*	Ecoli WT expand: -9	CYP2C19 activ: 0
> Cc1ccc2c(C(=O)CN3CCN(c4ccccc4)CC3)c(C)[nH]c2c1
  PTK2B oligo ant: -1.1	EphB4 antag: -6	PLAP act: 1.1	CYP2C9 activ: 1.3	PostGolgi yeast: -5	CYP2C19 inhib: 13	CYP2C9 inh: -30	Ecoli WT expand: -1	CYP2C19 activ: 0.9

# Additional structures follow.
# Results follow in this order: PTK2B oligo ant	EphB4 antag	PLAP act	CYP2C9 activ	PostGolgi yeast	CYP2C19 inhib	CYP2C9 inh	Ecoli WT expand	CYP2C19 activ
> Cn1c(NCc2cc(Br)ccc2O)nc2ccccc21
→ -1.7	-3	1.2	0.8	-5	9	18	0	0.9
> CCCNS(=O)(=O)c1ccc(NC(=O)c2ccccn2)cc1
→ 1	-3	1.2	0.1	-5	57*	85*	7	0.4
> Cc1nc(N2CCCC2)c2ccsc2n1
→ 1.1	2	0.9	1	-2	4	-4	-3	1
> c1ccc(N2CCN(c3ccccc3)C2c2ccncc2)cc1
→ -0.18	0	1.1	0.1	7	87*	90*	-2	0.1
> Cc1cc(C)c2nc(-c3ccccn3)cc(C(=O)Nc3ccc(S(=O)(=O)Nc4cc(C)on4)cc3)c2c1
→ -3*	8	1.2	0.8	2	11	21	0	0.9
> O=C(CS(=O)(=O)c1cn(Cc2ccc(Cl)cc2)c2ccccc12)N1CCOCC1
→ .	.	1.3	0.6	0	35	41	-2	0.6
> Cc1ccc(CC2C(=O)N(CC(=O)O)C(=O)C2C)cc1 (stereo not drawn)
→ -0.13	-5	1.1	0.5	1	9	45	-1	0.9
> Cc1ccc(Cl)cc1N1CCN(C(=O)c2cn(C)c(=O)c3c2c2ccccc2n3C)CC1
→ -0.27	1	1	0	4	86*	96*	-6	0.1
> CO/N=C/c1ccc(N2CCN(C(=O)c3cccc(Cl)c3)CC2)c([N+](=O)[O-])c1
→ -0.47	7	1.3	0.9	-11	34	14	-5	0.7
> CCCN(CC1CC1)C(=O)COc1ccccc1C(=O)NCc1ccccc1
→ -0.2	-4	0.9	0.9	-9	6	7	0	0.9
> c1ccc2cc(Sc3ncnc4c3oc3ccccc34)ccc2c1
→ 1	3	0.9	1	4	-7	-2	-16	1.1
> Cc1cc(C(=O)C(C)OC(=O)C2=NNC(=O)CC2)c(C)n1-c1ccc(OC(F)F)cc1 (stereo not drawn)
→ 0.94	6	1.3	0.8	16	44	25	4	0.6
> Cc1ccc(CNC(=O)c2cn(C3CCCCC3)c(=O)c3c2c2ccccc2n3C)o1
→ 0.8	5	1.6	0.6	4	24	39	-6	0.8
> CC1(C)CC(=O)C2=C(C1)N=C1SCCC(=O)N1C2c1ccc(C(F)(F)F)cc1 (stereo not drawn)
→ -0.88	-3	1.2	1.2	11	2	-19	5	1
> Cc1ccc(NCCC(=O)c2ccc(Cl)cc2)cc1C
→ -0.02	0	0.9	1	-7	59*	5	-7	0.4
> Cn1c(=O)n(C)c2cc(NC(=O)C(F)(F)F)ccc21
→ 1.1	5	1	0.6	11	11	36	5	0.9
